RAD54 inh: blocks human RAD54 Holliday junction branch migration; Q92698; FAM/BHQ fluorescence; inhibition, % at 10.4 µM; 360,000 tested, 0.14% active;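 active = mean normalized replicate activity at least 40 and at least half of replicates scoring 40 or more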;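 also: 0% = median of neutral control wells and 100% = median of positive control wells; inhibitors cause a drop in the FAM fluorescence signal; in these data hits start at about 50%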
ERAP1 HTS inh: inhibitors of human ERAP1 aminopeptidase; Q9NZ08; recombinant ERAP1, Leu-AMC fluorescence, 60 min; inhibition, % at 10.7 µM; 340,000 tested, 0.15% active;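 active = mean replicate inhibition of at least 30%, or all replicates individually reaching that 30% level; inactive = mean below 30% and not every replicate reaching it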;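 also: 0% = neutral control wells and 100% = L-leucinethiol positive control wells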
RAD52 inh: inhibitors of human RAD52 DNA annealing; P43351; recombinant RAD52 DNA annealing, FRET fluorescence; inhibition, % at 18.7 µM; 360,000 tested, 0.46% active; AID 651710;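 active = every replicate showing at least 50% inhibition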
Target sequence (P43351 whole entry, looked up): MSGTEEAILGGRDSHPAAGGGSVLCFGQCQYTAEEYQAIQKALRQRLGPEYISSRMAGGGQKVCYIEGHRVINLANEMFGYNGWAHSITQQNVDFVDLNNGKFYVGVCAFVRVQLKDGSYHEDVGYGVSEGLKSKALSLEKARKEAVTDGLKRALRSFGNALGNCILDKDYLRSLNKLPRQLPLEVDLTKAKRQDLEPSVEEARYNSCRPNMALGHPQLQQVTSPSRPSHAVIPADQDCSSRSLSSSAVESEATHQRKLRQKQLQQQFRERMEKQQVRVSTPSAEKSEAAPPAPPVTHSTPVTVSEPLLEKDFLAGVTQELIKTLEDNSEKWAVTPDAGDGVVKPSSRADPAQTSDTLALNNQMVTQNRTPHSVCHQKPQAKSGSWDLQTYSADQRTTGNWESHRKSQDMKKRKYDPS
ERp5 inh: ERp5 (human) disulfide isomerase inhibition. Q15084. ERp5 insulin aggregation, absorbance 650 nm, 90 min. inhibition, % at 9.99 µM. 350,000 tested, 0.05% active. AID 651711;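 active = mean replicate inhibition above about 25%, with every replicate also reaching it, limit read from the data, passing the limit was not always enough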
E-sel inducer: E-selectin induction on HUVECs; P16581; HUVEC E-selectin immunofluorescence imaging; normalized: neutral wells 0, TNF-alpha wells 100; activation, % at 7.58 µM; 260,000 tested, 0.37% active; AID 686992;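 active = mean E-selectin-positive cell signal at least 10% of the positive control, reached in at least 60% of replicates, without over 20% cell loss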;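 also: in these data hits start at about 27%; measured in HUVEC primary endothelial cells; signal is the percent of cells scored E-selectin positive by PE staining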
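System: HUVEC / Compound: single concentration / Signal: immunofluorescence imaging / Read-out: percent E-selectin-positive cells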
S100A4 inh HTS: S100A4-myosin IIA interaction inhibition | AID 652163 | 360,000 tested, 0.14% active | S100A4/TAMRA-MyoIIA peptide fluorescence polarization | inhibition, % at 10.7 µM;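 active = mean inhibition of at least 70% across replicates, with every replicate also reaching that level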
Target sequence (P26447 whole entry, looked up): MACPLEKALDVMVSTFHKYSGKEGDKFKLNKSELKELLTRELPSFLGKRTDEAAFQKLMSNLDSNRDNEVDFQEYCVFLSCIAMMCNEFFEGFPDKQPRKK
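Test system – S100A4 monomer (human) · Compound – single-point compound testing · Schedule – 5 min incubation before reading · Probe or stimulus – TAMRA-labelled myosin IIA heavy-chain peptide probe, 5 nM · Benchmarks – neutral control DMSO, positive control TFP · Medium – Calcium-containing HEPES buffer, pH 7.2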
esBAF inh: blocks esBAF chromatin remodeling in mouse ES cells. reporter increase, % at 12.5 µM. Bmi1-luciferase knock-in reporter, 24 h; 100% = twice the neutral-well signal. 350,000 tested, 2% active; in the data active = activation above about 40%;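 also: 0% = median of the plate's neutral control wells and 100% = double that signal; a rise in the Bmi1 reporter signal indicates esBAF inhibition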
XiGFP reactiv: activators of X-chromosome reactivation in mouse fibroblasts. XiGFP mouse fibroblasts, % GFP-positive cells imaging, 3 d; cells co-treated with 5-aza-dC sensitizer; scaled so ellipticine positive control = 100%. activation, % at 7.58 µM. 360,000 tested, 0.055% active. AID 743238;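 active = mean normalized replicate activation at least 10% and every replicate at or above 10%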;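 also: 0% = median of on-plate neutral control wells and 100% = ellipticine 6 µM median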
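System: 68-5-11 XiGFP fibroblast line | Buffer or medium: DMEM containing 5-aza-dC | Compound: Single point | Times: Compounds 3 days, fix/stain 15 min at room temperature | Benchmarks: Positive control ellipticine, 6 µM final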
* = called active by the depositor; x = no result given.

The line under a structure holds: RAD54 inh	ERAP1 HTS inh	RAD52 inh	ERp5 inh	E-sel inducer	S100A4 inh HTS	esBAF inh	XiGFP reactiv
- Cn1c2c(c(=O)n(C)c1=O)C(c1ccc(Br)cc1)C(C#N)=C(N)N2 (configuration not stated)
    -11	1	-16	0	x	2	-2	0.0
- O=C(/C=C/c1ccco1)N1CCN(S(=O)(=O)c2ccccc2)CC1
    -3	-8	-80	0	x	0	1	0.0
- COc1cccc(CNC(=O)[C@H]2[C@H](CO)[C@H]3Cn4c(cccc4=O)[C@@H]2N3C(=O)C2CC2)c1
    -5	0	10	-6	-0.2	4	3	0.1
- CC(=O)Nc1ccc(NC(=O)CSc2nnc(NC(=O)C3CC(=O)N(c4ccccc4)C3)s2)cc1 (configuration not stated)
    -10	1	-3	5	-0.8	-3	-6	-0.1
- Cc1ccc(OCC(=O)NNC(=S)NC(=O)c2cccs2)c(C)c1
    -4	1	-5	-2	x	0	-7	0.0
- Cc1ccc(CN2C(=O)CCC2(C)c2nnnn2Cc2ccccc2)cc1 (configuration not stated)
    x	x	-9	1	3.8	-11	x	0.0
- O=C(NC1CCCC1)C1c2ccccc2OCC(=O)N1CCc1c[nH]c2ccccc12 (configuration not stated)
    x	4	-4	-10	x	-2	x	0.2
- CCC1Oc2ccc(C)cc2N(CC(=O)NCCN2CCCCCC2)C1=O (configuration not stated)
    11	-2	-38	3	x	-17	12	x
- C[C@H]1CCCCO[C@@H](CN(C)C(=O)Nc2ccc3c(c2)OCO3)[C@@H](C)CN([C@@H](C)CO)C(=O)c2cc(NC(=O)Nc3ccccc3)ccc2O1
    -1	-1	-9	2	x	1	6	0.2
- CCC(=O)N1CCC2(CC1)CN(Cc1cccc(Cl)c1)[C@@H](CO)c1[nH]c3cc(OC)ccc3c12
    x	1	-65	1	-0.4	-4	x	0.1
- O=C(Nc1ccc(S(=O)(=O)N2CCCC2)cc1)c1cc(F)c(F)cc1Cl
    -1	-1	-4	-22	-0.1	5	6	0.7
- COCC#Cc1ccc(CC[C@H]2O[C@H]3CC[C@H](CO)O[C@H]3C[C@@H]2n2cc(C(C)(C)O)nn2)cc1
    x	1	2	6	x	-3	x	x
- Cc1cc(C(=O)OCC(=O)N2CC(C)OC(C)C2)c2ccccc2n1 (configuration not stated)
    2	-1	-21	3	-0.2	8	x	0.2
- CCOC(=O)N1CCN(S(=O)(=O)c2ccc3c(c2)CC(C)N3C(=O)C2CC2)CC1 (configuration not stated)
    9	0	3	2	x	-5	0	0.0
- O=C1CN(C(=O)COC(=O)c2cccnc2Cl)c2ccccc2N1
    3	-2	-3	5	x	-12	-10	0.0
- Cc1cc(C)nc(SCC(=O)NC2CCCCC2C)n1 (configuration not stated)
    x	-1	-1	7	-0.1	-1	x	0.3
- CN(C(=O)c1ccc(S(=O)(=O)N(C)C)cc1)c1ccc2ccccc2c1
    -4	-1	-14	1	x	3	-2	-0.1
- COc1cccc(C(=O)NC(C)C(c2cccs2)N2CCOCC2)c1 (configuration not stated)
    3	2	-6	2	0.4	-4	-6	0.0
- CC(=O)c1sc(NC(=O)CCN2C(=O)c3ccccc3C2=O)nc1C
    -8	0	-19	-8	-0.1	30	5	0.1
- COc1ccccc1NC(=O)N1CCN(c2ccccn2)CC1
    -1	3	-4	3	1.1	63	-9	0.0
- O=C(O)C1CCCN(S(=O)(=O)c2ccccc2)C1 (configuration not stated)
    x	0	-9	-2	-0.5	-12	x	-0.1
- CCOc1cc(-c2n[nH]c(=S)n2Cc2ccccc2)ccc1OC(F)F
    7	-3	-11	-3	x	-1	8	0.0
- CC(C)NC(=O)N1[C@@H](CO)[C@H](c2ccccc2)[C@@H]1CN(C)C(=O)c1cccnc1
    -9	x	x	x	0.0	x	6	-0.1
- COc1cc(NC(=O)c2cccs2)ccc1NC(=O)c1ccccc1Cl
    -9	1	2	-6	0.7	-3	21	0.0
- CN(c1ccc(C(=O)N2CCCCC2)cc1)S(=O)(=O)c1cccs1
    4	-2	-6	2	x	-4	1	0.4
- O=C(O)/C=C/C(=O)Nc1ccc(Cl)c(C(=O)O)c1
    x	6	-45	5	x	1	x	0.0
- CCNC(=O)N1CCC(c2nc3ccccc3s2)CC1
    -9	-4	-14	-2	x	2	-4	0.0
- O=C(NC(=S)NCCc1ccccc1)c1ccccc1F
    -20	-1	-1	2	x	-1	-1	0.1
- CC(=O)c1cccc(NC(=O)c2ccc([N+](=O)[O-])o2)c1
    -2	-1	-9	-5	x	-6	14	0.1
- Cc1cccc(C)c1NC1=NC(=S)N(c2ccc(C(=O)O)cc2)C12CCCCC2
    3	-6	-8	1	3.8	0	-7	0.1

Just S100A4 inh HTS, for some of the entries so far:
SMILES,S100A4 inh HTS
CC(=O)c1cccc(NC(=O)c2ccc([N+](=O)[O-])o2)c1,-6
CCOc1cc(-c2n[nH]c(=S)n2Cc2ccccc2)ccc1OC(F)F,-1

Profiles as entered above. Values in the order: RAD54 inh	ERAP1 HTS inh	RAD52 inh	ERp5 inh	E-sel inducer	S100A4 inh HTS	esBAF inh	XiGFP reactiv
`CCOC(=O)N1CCN(S(=O)(=O)c2ccc3c(c2)CC(C)N3C(=O)C2CC2)CC1` (configuration not stated) is listed as 9	0	3	2	x	-5	0	0.0
`COc1cc(NC(=O)c2cccs2)ccc1NC(=O)c1ccccc1Cl` is listed as -9	1	2	-6	0.7	-3	21	0.0
`CC(=O)Nc1ccc(NC(=O)CSc2nnc(NC(=O)C3CC(=O)N(c4ccccc4)C3)s2)cc1` (configuration not stated) is listed as -10	1	-3	5	-0.8	-3	-6	-0.1
`CC(C)NC(=O)N1[C@@H](CO)[C@H](c2ccccc2)[C@@H]1CN(C)C(=O)c1cccnc1` is listed as -9	x	x	x	0.0	x	6	-0.1
`CN(c1ccc(C(=O)N2CCCCC2)cc1)S(=O)(=O)c1cccs1` is listed as 4	-2	-6	2	x	-4	1	0.4

Next part.
The line under a structure holds: RAD54 inh	ERAP1 HTS inh	RAD52 inh	ERp5 inh	E-sel inducer	S100A4 inh HTS	esBAF inh	XiGFP reactiv
- CCOC(=O)CNC(=O)Cn1cnc2c(nnn2-c2ccc(F)cc2)c1=O
    9	-7	-7	3	x	5	-6	x
- Cc1nn(Cc2ccccc2)c(Cl)c1C(=O)OC(C)C#N (configuration not stated)
    1	1	16	1	0.0	2	2	-0.2
- CC(C)NC(=O)N(C)C[C@@H]1OCCCC[C@H](C)Oc2ccc(NC(=O)CCC(F)(F)F)cc2C(=O)N([C@@H](C)CO)C[C@H]1C
    -3	-1	-1	3	0.3	-9	x	0.2
- CCCCN(C(=O)C1CCCC1)C1CCS(=O)(=O)C1 (configuration not stated)
    x	4	-9	1	-0.2	-1	x	0.3
- CCCc1ccc(OCc2ccc(C(=O)NCc3cccnc3)o2)c(OC)c1
    x	0	-9	1	5.8	-3	x	-0.1
- COc1ccccc1CN1[C@H](C(=O)NCc2ccccc2)[C@@H](CO)[C@@H]2Cn3c(cccc3=O)[C@@H]21
    -10	2	-11	-1	0.5	4	4	0.6
- O=C(C[C@@H]1C=C[C@H](NC(=O)NC2CCCCC2)[C@H](CO)O1)NCc1ccc(Cl)cc1
    -11	-3	-1	8	-0.2	-3	5	0.3
- CCOc1ccc(S(=O)(=O)NCCC(=O)N(C)Cc2ccc(C)o2)cc1
    -7	3	-5	0	x	4	x	0.1
- CCN(C(=O)CCNC(=O)Cn1cnc2ccccc2c1=O)c1ccccc1F
    3	-1	-7	5	x	-6	-11	0.2
- O=C(Cn1cc2c(n1)CCCCC2)NCc1cccs1
    -12	-2	-12	7	0.0	13	14	0.1
- CC(Sc1nnc(-c2ccc(OC(F)F)cc2)o1)C(=O)NCC1CCCO1 (configuration not stated)
    1	-1	-9	-4	-0.4	-1	-1	-0.1
- COc1ccccc1NC(=O)N[C@@H]1CC[C@H](CCNS(=O)(=O)c2ccc(C)cc2)O[C@@H]1CO
    x	1	4	6	-0.8	16	x	0.6
- CC(C)(C)OC(=O)NCCCC[C@H](NC(=O)c1[nH]cnc1C(=O)N[C@@H](Cc1ccccc1)C(=O)OC(C)(C)C)C(=O)OC(C)(C)C
    9	5	-16	-2	0.7	-10	-4	0.1
- O=c1[nH]c2ccc(NC(=S)Nc3ccccc3)cc2[nH]1
    x	-1	-7	0	x	-7	x	0.0
- C[C@@H]1CN([C@H](C)CO)C(=O)c2cc(NC(=O)Nc3cccc4ccccc34)ccc2O[C@H]1CN(C)C(=O)Nc1ccc(C(F)(F)F)cc1
    -2	8	-2	-2	-1.0	-8	6	0.1
- O=C(Nc1ccccc1C(=O)O)c1cc(S(=O)(=O)N2CCCCC2)c(Cl)cc1Cl
    -4	-4	7	-4	x	-1	5	0.3
- CC(=O)N(C[C@@H]1N[C@@H](CO)[C@H]1c1ccc(-c2ccccc2)cc1)C(C)C
    12	2	-6	-1	0.2	0	3	0.7
- C[C@@H]1CCCCO[C@H](CN(C)C(=O)c2ccncc2)[C@@H](C)CN([C@@H](C)CO)C(=O)c2cc(NC(=O)c3ccccc3)ccc2O1
    6	0	3	-1	0.2	-16	0	0.4

From PubChem BioAssay
